Compound activity: PubChem BioAssay, National Center for Advancing Translational Sciences (NCATS)
Peg3 imprint = genomic imprint erasure induction. mouse ES Peg3-LacZ reporter, beta-gal luminescence, 40 h. Potency, µM (top dose mostly 60.7 µM), for inactives: at the highest dose activity change, positive = activation, usual class: activators. hit rate 0.02% among 110,000. AID 1948;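 further: 0% = negative control wells on the plate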
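Imprint erasure is scored as LacZ activity from the silenced maternal Peg3 allele in feeder-free female ES cells cultured 40 h with LIF. Luminescence is normalized to in-plate negative controls and fitted to the Hill equation.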
p53ts 39C kill = p53ts cell cytotoxicity, nonpermissive temperature | H1299-p53A138V viability at 39C, ATP luminescence, 24 h | Potency, µM (series often up to 46.1 µM), for the others: at the top dose activity change, negative = cell killing, hits mostly cytotoxic | hit rate 1.5% among 130,000 | AID 902; further: nearly all actives have a fitted effect of over 55% in size
IkB sig inh = IkB pathway inhibition in ABC-DLBCL cells | ABC-DLBCL IkBa-CBG/CBR dual luciferase ratio, 4 h; response scale: scaled: untreated 0%, proteasome inhibitor 100% | Potency, µM (highest dose often 57.1 µM), without a hit: at the highest dose IkBa stabilization activation | hit rate 0.04% among 110,000; active means well fitted curve in the direction sought with a large enough effect in the signal ratio, not every such curve was filed as active; inconclusive means small, poorly fitted or top-dose-only effect, or a change in a side signal; the % refers to the signal ratio;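 further: the direction sought is a rising ratio; 0% = basal untreated cells and 100% = reference inhibitor full response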
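In this assay, an IκBα–CBG68 fusion accumulates when IKK-driven degradation is blocked; native CBR normalizes for cell number. OCI-Ly3 cells were treated 4 h with compound and doxycycline, then green and red light read after Chroma-Glo addition.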
p53ts 32C tox = p53ts cell cytotoxicity, permissive temperature. H1299-p53A138V at 32C, ATP luminescence viability, 24 h. Potency, µM (doses to about 46.1 µM), inactives show at the highest dose activity change, negative = cytotoxicity, usual class: cytotoxic. hit rate 0.93% among 130,000. AID 924;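 further: 0% = DMSO and -100% = full killing by reference compound; nearly all actives have a fitted effect of over 55% in size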
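Cells: H1299 p53ts (A138V), 600/well, pre-incubated 16–30 h at 37C. Cpd up to 46 uM, 24 h, 32C. Readout: ATPlite luminescence, 20 min RT. Normalization: DMSO vs tamoxifen 100 uM. AC50 by Hill equation.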
Active calls of the source: *; ? = inconclusive; . = no result given; [ ] = remark or other dose. Unless noted, the call rests on the fitted dose curve; in most records, active means well fitted curve in the direction sought with a large enough effect; inconclusive means small, poorly fitted or top-dose-only effect, or another doubt; inactive means no such curve, though single readings can be large; an effect the other way counts as inactive or inconclusive. Unless noted, on the % scale 0 is the no-effect control and ±100 the full control effect; potency means the concentration at half of the fitted maximal effect.

Start of the listing, in advance (4 entries):
SMILES | Peg3 imprint | p53ts 39C kill | IkB sig inh | p53ts 32C tox
O=C(Nn1cnnc1)c1ccccc1-c1ccccc1 | -6% | 8% | 3.4% | 10%
O=C(Nc1nnc(COc2ccccc2)s1)c1ccco1 | 13% | 2% | -0.5% | -5%
Cc1cc(C)n(-c2ccc(C(=O)OCn3nnc4ccccc4c3=O)cc2)n1 | -13% | -17% | 3.4% | -3%
CCCCSc1nc(-c2ccc(OC)cc2)ccc1C#N | -21%[10.9 µM] | 1% | 0.0% | -6%

All compounds of this part, repeating the preview:
SMILES | Peg3 imprint | p53ts 39C kill | IkB sig inh | p53ts 32C tox
O=C(Nn1cnnc1)c1ccccc1-c1ccccc1 | -6% | 8% | 3.4% | 10%
O=C(Nc1nnc(COc2ccccc2)s1)c1ccco1 | 13% | 2% | -0.5% | -5%
Cc1cc(C)n(-c2ccc(C(=O)OCn3nnc4ccccc4c3=O)cc2)n1 | -13% | -17% | 3.4% | -3%
CCCCSc1nc(-c2ccc(OC)cc2)ccc1C#N | -21%[10.9 µM] | 1% | 0.0% | -6%
CCOC(=O)c1[nH]c(C)c(C(=O)N(C)Cc2ccccc2)c1C | -10% | -11% | -0.7% | -1%
COc1ccc(N2CCN(C(=O)Cc3nn(C)c(=O)c4ccccc34)CC2)cc1 | -35%[inhibitor] | 11% | 3.5% | 8%
CCOc1ccccc1N(CC(=O)Nc1ccc(C)cc1)S(C)(=O)=O | -6% | 8% | 0.1% | -1%
COc1ccc2oc(-c3ccc(C)c(NC(=O)CSc4ccc(Cl)cc4)c3)nc2c1 | 5%[10.9 µM] | 29% | ? | -12%
CCc1ccc(OCC(=O)Nc2ccc3c(c2)c2ccccc2n3CC)cc1 | -6%[10.9 µM] | ? | -3.3% | ?
Cc1nc2c3ccccc3nc(NNC(=O)CCC(=O)N3CCN(c4cccc(C(F)(F)F)c4)CC3)n2n1 | -11%[10.9 µM] | -29% | ? | 10%
COc1ccc(N2CCN(Cc3nc4c(c(=O)[nH]c(=O)n4C)n3Cc3ccccc3)CC2)cc1 | -7%[10.9 µM] | -1% | 0.3% | -3%
CCN(CC)CCNC(CC(=O)Nc1ccc(Cl)cc1Cl)C(=O)O (stereo not drawn) | . | 15% | . | 7%
Cc1cc2oc(=O)cc(CSc3nnc(-c4cccs4)o3)c2cc1C(C)C | . | 7% | . | 12%
Cc1nn2c(=O)cc(COC(=O)c3ccc(NC(=O)C4CCCCC4)cc3)nc2s1 | -11%[10.9 µM] | -16% | -0.5% | -11%
Cc1onc(-c2ccccc2)c1C(=O)N1CCC(C)CC1 | . | -11% | . | 0%
CCC(=O)Nc1ccccc1-c1nc2ccccc2n(CC(=O)c2ccc(C)c(C)c2)c1=O | 11%[10.9 µM] | -6% | 2.0% | -4%
O=[N+]([O-])c1cccc(/C=N\Nc2ccc3ccccc3n2)c1O | -53%[inhibitor][10.9 µM] | 4µM* | ? | 2.5µM*
Cc1ccc2scc(N3CCCC(C)C3)c(=O)c2c1 (stereo not drawn) | -10%[10.9 µM] | ? | ? | 13µM*
COc1ccccc1NC(=O)CCn1nc(-c2ccccc2OC)c2c(C)cc(C)nc21 | -4%[10.9 µM] | -17% | 33% | 18%
Cc1cc(=O)n2c(C(=O)Nc3ccc(C)c(Cl)c3)c(C(=O)Nc3ccccc3)sc2n1 | -7%[10.9 µM] | 0% | 0.7% | 5%
Cc1oc(-c2ccc(Cl)cc2)nc1CN1CCCC(C(=O)N2CCN(C(=O)c3ccco3)CC2)C1 (stereo not drawn) | -12% | -1% | ? | -7%
COCCSc1ccccc1C(=O)Nc1nnc(C)s1 | 1% | 12% | -0.9% | 3%
COc1cccc(-c2cncnc2N(C)Cc2ccco2)c1 | -8% | -4% | 1.2%[11.4 µM] | 14%
CCOc1ccccc1Nc1nc2ccccc2[nH]1 | -20% | -8% | 3.2% | 0%
FC(F)(F)c1ccccc1-c1nc(NCc2cccnc2)c2ccccc2n1 | ? | -9% | 1.4%[11.4 µM] | 1%
CCn1ncc(Br)c1C(=O)Nc1sc2c(c1C(=O)OC)CCC2 | -14% | 10% | 2.6% | 12%
Nc1nc(SCC(=O)N2CCCc3ccccc32)[nH]c(=O)c1-c1ccccc1 | -11% | 13% | 1.8% | 9%
Cn1nc(C(=O)Nc2sccc2C(N)=O)ccc1=O | -23% | -3% | 0.1% | 2%
O=S(=O)(Nc1ccc(OC(F)(F)F)cc1)c1ccc(N2CCCCS2(=O)=O)cc1 | -15%[10.9 µM] | -3% | 4.3% | 14%
CC(=O)c1cccc(NC(=O)C2CCCN(C(=O)c3cnn(-c4ccccc4)c3-n3cccc3)C2)c1 (stereo not drawn) | 6%[10.9 µM] | -9% | ? | 3%
Cc1cc(C)nc(N2CCN(c3nnnn3-c3ccccc3)CC2)n1 | 3% | 1% | 1.0% | -2%
COc1ccc(C)cc1Cn1c(S(C)(=O)=O)nc2ccccc21 | -13% | 26% | 1.5% | 6%
CC1CCN(C(=O)COc2ccccc2F)CC1 | -6% | 3% | -1.8% | 10%
O=C(c1cccc(F)c1)N1CCC2(CC1)CN(C(c1ccccc1)c1ccccc1)C2 | . | 6% | 0.7%[11.4 µM] | 10%
COc1ccc(OC)c(NC(=O)C2Cc3ccccc3CN2S(=O)(=O)c2ccc(F)cc2)c1 (stereo not drawn) | -8%[10.9 µM] | 4% | ? | 5%
CCOc1ccc(-n2cc(-c3ccccc3)c3c(NCc4ccc(F)cc4)ncnc32)cc1 | -12%[10.9 µM] | -1% | 0.4% | 8%
CC(C)CN(CCNC(=O)CCN1N=C(c2ccccc2)CCC1=O)CC(C)C | -11%[10.9 µM] | -17% | -1.6% | 2%
COc1ccccc1C(=O)Nc1ccc(-c2nc3ccccc3s2)c(C)c1 | -17%[10.9 µM] | ? | -2.7% | ?
COc1ccc(C2C3=C(CCCC3=O)Nc3nc4ccccc4n32)c(OC)c1OC (stereo not drawn) | -12% | -8% | -0.4% | 22%
CCN(CC)CCCNC(=O)CSc1nc(-c2ccc(OC)cc2)cc(C(F)(F)F)n1 | -13%[10.9 µM] | 5% | -4.2% | 3%
Cc1ccccc1C(=O)Nc1ccccc1Sc1ccccc1 | . | -8% | . | -9%
COC(=O)c1scc(-c2ccc(C)cc2)c1S(=O)(=O)Nc1cccc(C(F)(F)F)c1 | -3%[10.9 µM] | -10% | 0.7% | 2%
CCC(C)NC(=O)CCCc1nnc2n(CC(C)C)c(=O)c3sccc3n12 (stereo not drawn) | -15%[10.9 µM] | -2% | -0.9% | -6%
Cc1c(NC(=O)CN2c3cccc4cccc(c34)S2(=O)=O)c(=O)n(-c2ccccc2)n1C | 4% | 7% | 1.9% | 1%
CCn1cc(C(=O)N2CCN(c3ccccc3)CC2)c(=O)c2cc(S(=O)(=O)N(C)C3CCCCC3)ccc21 | 24%[10.9 µM] | 5% | ? | 12%
CCCc1cc(=O)n2[nH]c(NCc3cccs3)nc2n1 | -2% | -13% | 8.4% | 0%
C=C(CC1([C@@H](NP(=O)(c2ccccc2)c2ccccc2)[C@H]2C[C@@H]2CCCC)CC1)c1cccc(OC)c1 | -21% | ? | . | 26%
O=[N+]([O-])c1ccc2cn[nH]c2c1 | -7% | 7% | 0.6% | 5%
CCC(CC)n1[nH]c(=O)cc1N | . | -7% | . | -6%
Cc1ccc(C2C=C(c3ccc(Cl)cc3)Nc3nc(NS(=O)(=O)c4ccccc4)nn32)cc1 (stereo not drawn) | 4%[10.9 µM] | 16% | ? | 4%
Other records follow:
SMILES | Peg3 imprint | p53ts 39C kill | IkB sig inh | p53ts 32C tox
COc1ccc(-c2cc(C(F)(F)F)nc(S(=O)(=O)CCC(=O)N3CCOCC3)n2)cc1 | -1% | ? | -2.6% | 5µM*
CC(=O)Nc1cccc(NC(=O)C(=O)NCCc2csc3nc(-c4ccccc4F)nn23)c1 | -10%[10.9 µM] | -14% | ? | 4%
COc1ccc(NC(=O)C2=C(C)Nc3ncnn3C2c2ccc(C)o2)cc1 (stereo not drawn) | -6%[10.9 µM] | -6% | -1.7% | 5%
CCOc1ccc(NC(=O)c2c(NCc3cccc(OC)c3OC)sc3c2CCC3)cc1 | -15%[10.9 µM] | 27% | ? | 5%
Cn1c(=O)cc(OCCCC(=O)NCCCN2CCN(Cc3ccccc3)CC2)c2ccccc21 | 0% | -18% | 10% | -3%
Cc1nc2ccc(S(=O)(=O)NC(C(=O)N3CCN(c4ccc(Cl)cc4)CC3)C(C)C)cc2s1 (stereo not drawn) | -4%[10.9 µM] | -24% | ? | -4%
CCCC(=O)Nc1nnc(SCc2cc(=O)n3cccc(C)c3n2)s1 | -5%[10.9 µM] | 3% | 1.5% | 1%
CCOc1ccccc1NC(=O)N1CCC(n2nnc3cc(C)ccc32)CC1 | -6% | 0% | 0.6% | -5%
Cc1c(-c2cccs2)[n+](=O)c2c(n1[O-])CCCCC2 | -4% | 1% | 1.0% | -1%
CC1CN(C(=O)c2ccncc2)CC(C)O1 (stereo not drawn) | -2% | -3% | 1.9% | 4%

Exported with values under each structure: part of the list above
Values run as follows: Peg3 imprint | p53ts 39C kill | IkB sig inh | p53ts 32C tox
COc1ccc(NC(=O)C2=C(C)Nc3ncnn3C2c2ccc(C)o2)cc1 (stereo not drawn)
    -6%[10.9 µM] | -6% | -1.7% | 5%
Cn1c(=O)cc(OCCCC(=O)NCCCN2CCN(Cc3ccccc3)CC2)c2ccccc21
    0% | -18% | 10% | -3%

Other entries follow:
SMILES | Peg3 imprint | p53ts 39C kill | IkB sig inh | p53ts 32C tox
COc1ccc(CN2CCCC2C(=O)Nc2ccc(OC)c(OC)c2)cc1OC (stereo not drawn) | -6% | -5% | -0.8% | 11%
NC(=O)C1CCN(C(=O)CCCCCn2c(=O)[nH]c3ccsc3c2=O)CC1 | 1% | -7% | ? | -23%
c1cn2cc(-c3ccc4c(c3)OCO4)nc2s1 | -80%[inhibitor] | 13µM* | 0.1% | 16µM*
CCOC(=O)c1ccccc1NC(=O)c1c2c(nc3ccccc13)C(=O)N(C1CCCCC1)C2 | 7%[10.9 µM] | 5% | ? | -9%
O=C(NNS(=O)(=O)c1ccc([N+](=O)[O-])cc1)c1cnn(-c2ccccc2)c1-n1cccc1 | . | 4% | . | 5%
CN1CCN(CC(O)COc2ccc(OCC(O)CN3CCN(C)CC3)cc2)CC1 (stereo not drawn) | 7% | -6% | 1.9% | 5%
CC1CCN(S(=O)(=O)c2cccc(C(=O)NCc3ccco3)c2)CC1 | . | -4% | . | -2%
CS(=O)(=O)N(CC(=O)NCCSCc1c(F)cccc1Cl)c1ccc2c(c1)OCO2 | -21% | -1% | 3.5% | 1%
CCOC(=O)CCc1c(C)n(CC)c2cc(-c3ccccc3OC)nn2c1=O | -9% | -4% | 3.0% | 9%
Cc1ccn(S(=O)(=O)c2ccc(C(C)(C)C)cc2)n1 | -4% | 2% | 1.2% | -8%
COc1ccc(Cl)cc1NC(=O)CSc1nnc(-c2ccncc2)n1CC1CCCO1 (stereo not drawn) | . | 6% | 2.7% | -9%
O=C(NC12CC3CC(CC(C3)C1)C2)c1cncc(O)c1 | -4% | 0% | 0.2% | 8%
COCCn1nnnc1C(c1cc2c(C)cc(C)cc2[nH]c1=O)N1CCCCCC1 (stereo not drawn) | -12% | -2% | 0.7% | 3%
COc1ccc2nc(NCCO)[nH]c2c1 | -41%[inhibitor] | -4% | 0.7% | -1%
